Bioassay records as filed in PubChem BioAssay.
TRPC6 activator: mouse TRPC6 channel activation; Q61143; AID 2550; B-score at 10 µM; HEK293-TRPC6 membrane potential dye fluorescence; stronger effect = higher value; 310,000 tested, 0.13% active;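 active = B-score of the integrated fluorescence ratio above library mean plus 3 SD, and starting fluorescence ratio within library mean plus 5 SD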;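 note: higher score means more depolarization so channel activation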
TRPC4 inh: inhibitors of mouse TRPC4 channel; Q9QUQ5; HEK293 TRPC4beta/mu-opioid, DAMGO-evoked Fluo4 calcium flux; stronger effect = lower value; B-score at 10 µM; 300,000 tested, 0.39% active; AID 2247;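 active = B-score over 3 SD under the library average, no early fluorescence shift, positive overall ratio signal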
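Signal: kinetic Fluo4 fluorescence imaging of calcium influx. Material: stable TRPC4beta/mu-opioid receptor HEK293 cells. Probe or stimulus: DAMGO in two steps, submaximal then maximal.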
RGS4 inh: inhibitors of human RGS4. P49798. HEK293 M3R/RGS4 inducible, Fluo-4 calcium flux; stronger effect = higher value; triggered by carbachol at its EC20. B-score at 10 µM. 310,000 tested, 0.45% active. AID 463165;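 active = B-score, a plate-corrected calcium signal, over three deviations above library mean, with baseline fluorescence within five deviations of library mean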;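 note: RGS4 expression induced by doxycycline in cells with stable M3 receptor; B-score is computed from the integrated fluorescence ratio over baseline after carbachol; higher B-score means a larger calcium signal and so more RGS4 inhibition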
Target sequence (P49798 whole entry, looked up): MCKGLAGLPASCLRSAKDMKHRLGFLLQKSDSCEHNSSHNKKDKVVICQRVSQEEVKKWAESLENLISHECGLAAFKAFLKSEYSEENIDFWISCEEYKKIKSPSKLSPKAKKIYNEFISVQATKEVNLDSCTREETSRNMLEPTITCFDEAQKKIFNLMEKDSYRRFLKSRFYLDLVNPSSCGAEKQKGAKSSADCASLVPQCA
RGS4 pot: RGS4 potentiation or activation; HEK293 M3R/inducible RGS4, carbachol calcium flux Fluo4; stronger effect = lower value; B-score at 10 µM; 310,000 tested, 0.92% active; AID 463111;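 active = B-score of the integrated calcium signal more than 4 SD below the library mean, with starting fluorescence not abnormally high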;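 note: negative B-score means reduced calcium response which marks RGS4 activation or potentiation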
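Reagent: ECmax carbachol challenge; Test system: M3R-expressing HEK293 line, RGS4 induced by doxycycline; Schedule: overnight RGS4 induction, 30 min dye load 37 °C, 20 min compound RT; Detection: calcium dye Fluo4 fluorescence; Read-out: Agonist-evoked peak-minus-minimum fluorescence over baseline, integrated ratio, B score.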
MrgX1 allo act: human MrgX1 positive allosteric modulation, primary screen. MrgX1-HEK293, Fluo-4 calcium flux, FDSS; stronger effect = higher value. Q96LB2. 310,000 tested, 0.63% active. B-score at 10 µM. AID 588675;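 active = plate-corrected calcium response at least 3 library SD above typical, normal starting fluorescence, not activating the receptor alone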;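 note: compound read alongside a low EC10 to EC30 dose of BAM8-22 agonist; peak minus trough fluorescence over baseline measured at the second addition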
Target sequence (Q96LB2 whole entry, looked up): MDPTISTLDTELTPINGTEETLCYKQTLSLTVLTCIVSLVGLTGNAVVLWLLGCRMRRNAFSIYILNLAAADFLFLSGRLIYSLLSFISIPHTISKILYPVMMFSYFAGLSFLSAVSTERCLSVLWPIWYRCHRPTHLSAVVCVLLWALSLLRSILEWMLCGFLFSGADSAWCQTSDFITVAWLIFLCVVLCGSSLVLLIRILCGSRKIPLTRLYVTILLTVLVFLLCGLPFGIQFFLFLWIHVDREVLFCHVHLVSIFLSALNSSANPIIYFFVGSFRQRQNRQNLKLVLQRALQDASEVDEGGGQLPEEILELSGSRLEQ
SKKanGAS inh: inhibitors of SKKanGAS S. pyogenes growth in kanamycin (SK-promoter or general growth effect); 300,000 tested, 1.3% active; inhibition, % at 7.5 µM; BacTiter-Glo, 6 h;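 active = mean replicate score, as percent of positive control median, at least 50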;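 note: strain carries kanamycin resistance gene driven by streptokinase promoter and grows in 40 µg/ml kanamycin; loss of luminescence reflects streptokinase promoter inhibition or plain growth inhibition; 0% = median of DMSO wells and 100% = positive control at its reference dose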
HIF activator: HIF pathway transcriptional activation; 300,000 tested, 0.32% active; activation, % at 7.5 µM (by protocol); U2OS HRE-luciferase reporter, luminescence; normalized: DMSO 0%, desferrioxamine 100%; AID 1910;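 active = mean activation of at least 10% of the iron chelator positive control signal, with at least half of replicates also reaching 10%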
Platelet DG rel: modulates dense granule release in human platelets | human platelet-rich plasma, SFLLRN dense granule ATP release, luminescence | inhibition, %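 (compounds screened at 7.5 µM in platelet-rich plasma)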 | 300,000 tested, 0.22% active | AID 1663;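 active = mean replicate score, as percent of positive control, at or above 50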
TRPC6 inhibitor: mouse TRPC6 channel inhibition | B-score at 10 µM | Q61143 | HEK293-TRPC6, membrane potential dye, ACh-evoked depolarization; stronger effect = lower value | 310,000 tested, 1.1% active | AID 2553;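 active = B-score under library mean minus 3 SD, initial fluorescence not abnormally high, positive integrated signal ratio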;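 note: B-score derived from integrated fluorescence ratio over the kinetic read; more negative B-score means stronger inhibition of depolarization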
MrgX1 antag: antagonists of human MrgX1 receptor | Q96LB2 | MRGX1-HEK293 calcium flux, Fluo-4, BAM8-22 antagonism; stronger effect = lower value | B-score at 10 µM | 310,000 tested, 1.3% active;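 active = calcium-response B-score plate-corrected more than 3 library SD below zero, starting fluorescence within 5 deviations, no agonist response on first addition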;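 note: peak minus trough fluorescence over baseline after final BAM8-22 challenge near maximal dose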
MrgX1 ag: activates human MrgX1 receptor signaling | 310,000 tested, 0.44% active | Q96LB2 | MrgX1-HEK293 cells, Fluo-4 calcium fluorescence, agonist mode; stronger effect = higher value | B-score at 10 µM;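 active = calcium response B-score plate-corrected fluorescence ratio at least 3 library SD, with starting fluorescence B-score inside 5 SD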
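Test system: HEK293 cells stably expressing human MrgX1 receptor; Input: fifteen thousand cells per well; Dosing: compound delivered in addition one of three; Schedule: overnight seeding, then 1 h dark dye loading; Technique: Fluo-4 NW calcium fluorescence; Measure: B-scored fluorescence response ratio; Controls: positive and negative controls per plate.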
An asterisk follows results filed as active; i = inactive; · = no result given.

SMILES	TRPC6 activator	TRPC4 inh	RGS4 inh	RGS4 pot	MrgX1 allo act	SKKanGAS inh	HIF activator	Platelet DG rel	TRPC6 inhibitor	MrgX1 antag	MrgX1 ag
COc1cc(Cn2c(-c3ccc(O)c(OC)c3)nc3ccccc32)ccc1O	i	i	i	i	i	20	-0.8	-6	i	i	i
COc1cccc(-n2c(SCC(=O)NCC3CCCO3)nc3c([nH]c4ccccc43)c2=O)c1 (stereo not drawn)	i	i	i	i	i	5	-0.1	7	i	i	30*
O=C1OC(CCl)CN1Cc1ccc([N+](=O)[O-])cc1 (stereo not drawn)	i	i	i	i	i	-1	0.5	-2	i	i	i
NC(=O)C1CCCN(CCc2ccccc2)C1 (stereo not drawn)	i	i	i	i	i	-2	-0.1	5	i	i	i
CCCCC[C@H]1CN(Cc2ccc(OC)cc2)C(=O)[C@@H]1CC(=O)NCc1ccccc1	i	i	i	i	i	10	-0.3	-6	i	i	i
O=C1C2CC=CCC2C(=O)N1c1n[nH]c(CCc2ccccc2)n1 (stereo not drawn)	i	i	i	i	i	1	-0.1	14	i	i	i
CCCc1nc2ccccc2c2nc(N)nn12	i	i	i	i	i	4	-0.4	-6	i	i	i
CN1CCN(C(=O)c2cc3nc(-c4ccccc4)cc(C(F)(F)F)n3n2)CC1	i	i	i	i	i	1	-0.3	4	i	i	i
Cn1c(SCC(=O)NCc2ccco2)nnc1-c1c[nH]c2ccccc12	i	i	i	i	i	-3	-0.1	-1	i	i	i
CCC(C(=O)N1CCN(c2ncccn2)CC1)c1ccccc1 (stereo not drawn)	i	i	i	i	i	1	·	0	i	-4.6*	i
CC(C)NC(=O)c1cnc(N2CCN(c3ccccn3)CC2)c2ccccc12	i	i	i	i	i	-8	-0.2	-3	i	i	i
C/C(=N\NC(=S)NC1CCCCC1)c1ccc(C)o1	i	i	i	i	i	8	2.3	-2	i	i	i

A run of entries taken from the entries so far, as a working copy:
SMILES	TRPC6 activator	TRPC4 inh	RGS4 inh	RGS4 pot	MrgX1 allo act	SKKanGAS inh	HIF activator	Platelet DG rel	TRPC6 inhibitor	MrgX1 antag	MrgX1 ag
CC(C)NC(=O)c1cnc(N2CCN(c3ccccn3)CC2)c2ccccc12	i	i	i	i	i	-8	-0.2	-3	i	i	i
C/C(=N\NC(=S)NC1CCCCC1)c1ccc(C)o1	i	i	i	i	i	8	2.3	-2	i	i	i

Later entries.
SMILES	TRPC6 activator	TRPC4 inh	RGS4 inh	RGS4 pot	MrgX1 allo act	SKKanGAS inh	HIF activator	Platelet DG rel	TRPC6 inhibitor	MrgX1 antag	MrgX1 ag
CC1=NN(c2ccccc2)C(=O)/C1=C\c1cc(C)n(C)c1C	i	i	i	i	i	1	1.7	-11	i	i	i
CCCN1CCC(=NNC(=O)c2ccc(Br)o2)CC1	i	i	i	i	i	-20	1.4	-11	i	i	i
CCOC(=O)NC(=O)C(=CNNc1ncc(C(F)(F)F)cc1Cl)C(=O)NC(=O)OCC	i	i	i	i	i	13	0.2	3	i	i	i
COCCn1c(=O)[nH]c2cc(C(=O)NCCN3CCN(c4ccccc4F)CC3)ccc2c1=O	i	i	i	i	i	-5	-1.0	-1	i	i	i
O=C(CSc1nn(-c2ccc(Cl)cc2)c(=S)s1)NCC1CCCO1 (stereo not drawn)	i	i	i	i	i	-2	-0.9	3	i	i	i
Cc1nc(C(F)(F)F)c(C(=O)N/N=C(\N)c2ccccn2)s1	i	i	i	i	i	6	-0.2	-7	i	i	i
Cc1cc(C)cc(OCC(O)Cn2nc(C)cc2C)c1 (stereo not drawn)	i	i	i	i	i	7	0.0	-6	i	i	i
CCOC(=O)c1sc(NCCNc2nc(C)c(C(=O)OCC)s2)nc1C	i	i	i	i	i	3	-0.1	8	i	i	i
Cc1cccc(N2CCN(CC(=O)NCC3CCCCC3)CC2)c1C	i	i	i	i	i	-6	·	-7	i	i	i
O=C(CSc1ncccn1)NC1CCCc2ccccc21 (stereo not drawn)	i	i	i	i	i	1	-0.5	1	i	i	i
N=C1/C(=C/c2cccn2Cc2ccc(Cl)cc2)C(=O)N=C2SC=CN12	i	i	8.4*	i	i	3	-0.7	14	i	i	i
Cc1ccc(-c2nnc(CN3CCN(C)CC3)o2)cc1	i	i	i	i	i	1	1.2	·	i	i	i
S=c1[nH]nc(-c2cccc(Cl)c2)n1/N=C/c1ccco1	i	i	i	i	i	-2	0.0	1	i	i	i
CCN(c1ccccc1)S(=O)(=O)c1ccc(OC)c(NC(=O)CCc2nc3ccccc3c(=O)[nH]2)c1	i	i	i	-7.9*	i	-3	-0.3	-11	i	i	i
O=C1c2ccccc2C(=O)C1c1ccnc2ccccc12	i	i	i	i	i	3	-1.6	7	i	i	i
COc1cccc(NC(=O)c2ccc(CN3CCOCC3)cc2)c1	i	i	i	i	i	-1	2.9	4	i	i	i
CCc1cccc(C)c1NS(=O)(=O)Cc1ccccc1	i	i	i	i	i	9	-0.7	-2	i	i	i
Cc1ccc(Cl)cc1NC(=S)N(CCCN1CCOCC1)Cc1ccccn1	i	i	i	i	i	-2	0.4	7	i	i	i
COc1ccc(/C=N/NC(=O)c2cc(-c3cccnc3)nc3ccccc23)c(OC)c1	i	i	i	i	i	1	-0.2	8	i	i	i
Cc1nc2ccccc2n1-c1ccccc1	i	i	i	i	i	3	0.6	-1	i	i	i
Cc1c2cnn(CC(=O)N3CCN(c4ncccn4)CC3)c(=O)c2c(C)n1Cc1ccc(F)cc1	i	i	i	i	i	0	-0.2	8	i	i	i
Cc1ccc(S(=O)(=O)NCC(=O)N(CC(=O)NCC2CCCO2)c2ccc(Cl)cc2)cc1 (stereo not drawn)	i	i	i	i	i	-2	0.4	-2	i	i	i
CCOc1ccc(CNC(=O)CCS(=O)(=O)Cc2ccc(C)cc2)cc1OC	i	i	i	i	i	-1	-0.5	9	i	i	i
C/C(=N\NC(=O)c1nnn(-c2nonc2N)c1CN(C)c1ccccc1)c1ccc(O)cc1	i	i	i	i	i	-2	-0.2	2	i	i	i
O=C(COc1ccc(S(=O)(=O)Nc2cccc(C(F)(F)F)c2)cc1)N1CCOCC1	i	i	i	i	i	28	0.0	4	i	i	i
CNC(=O)c1[nH]cnc1C(=O)N[C@@H](Cc1ccccc1)C(=O)OCc1ccccc1	i	i	i	i	i	2	-0.3	4	i	i	i
O=C(CSc1nnc(-c2ccccc2)o1)NC1CCCC1	i	i	i	i	i	-3	-18	-15	i	i	i
CCn1ncc(Br)c1C(=O)Nc1sc2c(c1C(=O)OC)CCC2	i	i	i	i	i	-4	-0.2	14	i	i	i
COc1ccc(-c2nnn(CC(=O)Nc3sc4c(c3C#N)CCCC4)n2)cc1	i	i	i	i	i	-6	-1.4	0	i	i	i
COC(=O)NC1c2ccccc2Oc2ccccc21	i	i	i	i	i	-1	-11	-2	i	i	i
Cc1nc(Cl)c(C#N)c2c1CCCC2	i	i	i	i	i	4	0.3	-1	i	i	i
Cc1[nH]nc2c1C(c1ccc(Cl)cc1)C(C#N)=C(N)O2 (stereo not drawn)	i	i	i	i	i	-11	-0.3	-3	i	i	i
CC1=C(C(=O)OC(C)C)C(c2cccs2)N2C(=O)CCSC2=N1 (stereo not drawn)	i	i	i	i	i	4	-0.1	-1	i	i	i
COc1ccc(C2/C(=C(/O)c3ccc4c(c3)CC(C)O4)C(=O)C(=O)N2CCCn2ccnc2)cc1 (stereo not drawn)	i	i	i	i	i	-2	0.0	-5	i	i	i
CC(C)CNC(=O)c1cc(=O)[nH]c2ccc(S(=O)(=O)Nc3ccc(F)cc3)cc12	i	i	i	i	i	-1	0.2	0	i	i	i
CC1=NN(Cc2ccccc2)C(=O)C1C(c1ccc(Cl)cc1)C(C#N)C#N (stereo not drawn)	i	i	i	i	i	5	-0.5	13	i	i	i
Nc1nonc1-n1nnc(C(=O)N/N=C/c2ccc(O)cc2)c1COc1ccc(F)cc1	i	i	i	i	i	1	-0.2	4	i	i	i
O=C(Nc1cccc(Cl)c1)Nc1cnccn1	i	i	i	i	i	-1	1.1	-10	i	i	i
CN1C(=O)c2ccc(C(=O)NCc3ccco3)cc2C1=O	i	i	i	i	i	0	-0.3	-8	i	i	i
COc1cc(OC)cc(C(=O)NCc2ccc3c(c2)OCO3)c1	i	i	i	i	i	-3	2.6	-6	i	i	i

By substructure, those above containing an aryl methoxy group
SMILES	TRPC6 activator	TRPC4 inh	RGS4 inh	RGS4 pot	MrgX1 allo act	SKKanGAS inh	HIF activator	Platelet DG rel	TRPC6 inhibitor	MrgX1 antag	MrgX1 ag
COc1cc(Cn2c(-c3ccc(O)c(OC)c3)nc3ccccc32)ccc1O	i	i	i	i	i	20	-0.8	-6	i	i	i
COc1cccc(-n2c(SCC(=O)NCC3CCCO3)nc3c([nH]c4ccccc43)c2=O)c1 (stereo not drawn)	i	i	i	i	i	5	-0.1	7	i	i	30*
CCCCC[C@H]1CN(Cc2ccc(OC)cc2)C(=O)[C@@H]1CC(=O)NCc1ccccc1	i	i	i	i	i	10	-0.3	-6	i	i	i
CCN(c1ccccc1)S(=O)(=O)c1ccc(OC)c(NC(=O)CCc2nc3ccccc3c(=O)[nH]2)c1	i	i	i	-7.9*	i	-3	-0.3	-11	i	i	i
COc1cccc(NC(=O)c2ccc(CN3CCOCC3)cc2)c1	i	i	i	i	i	-1	2.9	4	i	i	i
COc1ccc(/C=N/NC(=O)c2cc(-c3cccnc3)nc3ccccc23)c(OC)c1	i	i	i	i	i	1	-0.2	8	i	i	i
CCOc1ccc(CNC(=O)CCS(=O)(=O)Cc2ccc(C)cc2)cc1OC	i	i	i	i	i	-1	-0.5	9	i	i	i
COc1ccc(-c2nnn(CC(=O)Nc3sc4c(c3C#N)CCCC4)n2)cc1	i	i	i	i	i	-6	-1.4	0	i	i	i
COc1ccc(C2/C(=C(/O)c3ccc4c(c3)CC(C)O4)C(=O)C(=O)N2CCCn2ccnc2)cc1 (stereo not drawn)	i	i	i	i	i	-2	0.0	-5	i	i	i
COc1cc(OC)cc(C(=O)NCc2ccc3c(c2)OCO3)c1	i	i	i	i	i	-3	2.6	-6	i	i	i
